# Compound activity as filed in PubChem BioAssay.
# TrxR1 inh = qHTS Assay for Inhibitors of Mammalian Selenoprotein Thioredoxin Reductase 1 (TrxR1): qHTS. hit rate 1% among 390,000. recombinant rTrxR1, NADPH fluorescence consumption, selenite substrate. Thioredoxin reductase 1, cytoplasmic (Rattus norvegicus), O89049. Potency, µM (series often up to 114 µM), inactives show at the highest dose activity change, negative = inhibition, usual class: inhibitors; further: potency means the concentration at half of the fitted maximal effect; on the % scale 0 is the no-effect control and ±100 the full control effect; nearly all actives have a fitted effect of over 65% in size
#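 Rat TrxR1 (90 nM in the dispensed reagent) was pre-reduced with 400 uM NADPH for 5 min at room temperature, then incubated with compound for 15 min. After 400 uM selenite was added, NADPH fluorescence (Ex 340/Em 450 nm) was followed for 8 min.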
# D2 antagonist = HTS Assay for Allosteric Antagonists of the Human D2 Dopamine Receptor: Primary Screen for Antagonists | D(2) dopamine receptor (Homo sapiens), P14416 | AID 485344, 2010 | HEK293 TREx D2 cells, calcium flux, dopamine EC80 | hit rate 2% among 340,000 | inhibition, % at 10 µM; in the data active means inhibition above about 30%; further: 0% is about no effect
#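 Calcium mobilization kinetics were recorded at 1 s intervals in tetracycline-induced HEK293 T-REx D2 cells, first for 180 s after compound addition and then 180 s after EC80 dopamine.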
# PI4K2A block = qHTS for small molecular inhibitors of PI4K2A; Phosphatidylinositol 4-kinase type 2-alpha (Homo sapiens), Q9BTU6; purified PI4K2A, ADP-Glo luminescence, 1 h; hits give low values; activity change, negative = inhibition, % at 76.9 µM; hit rate 0.13% among 420,000; AID 1346378, 2018; in the data active means activity change below about -50%; inconclusive means mostly about -30% to -49%;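 further: -100% = wells without enzyme as full effect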
#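 Compounds are screened against recombinant PI4K2A using PI as substrate and ATP, the latter dispensed at 300 microM. Reactions run one hour at ambient temperature before ADP-Glo detection; full inhibition defined by wells lacking enzyme.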
# TRHR enhancer = qHTS for Small Molecule Agonists and Allosteric Enhancers of Human TRH Receptor: Primary Screen for Enhancers; Thyrotropin-releasing hormone receptor (Homo sapiens), P34981; TRHR cells, fluo-8 calcium fluorescence, EC20 TRH enhancement; enhancement, % at 2 µM; hit rate 0.66% among 360,000; AID 493056, 2011; in the data active means enhancement above about 30%; further: 0% is about no effect
# Target sequence (P34981 whole entry, looked up): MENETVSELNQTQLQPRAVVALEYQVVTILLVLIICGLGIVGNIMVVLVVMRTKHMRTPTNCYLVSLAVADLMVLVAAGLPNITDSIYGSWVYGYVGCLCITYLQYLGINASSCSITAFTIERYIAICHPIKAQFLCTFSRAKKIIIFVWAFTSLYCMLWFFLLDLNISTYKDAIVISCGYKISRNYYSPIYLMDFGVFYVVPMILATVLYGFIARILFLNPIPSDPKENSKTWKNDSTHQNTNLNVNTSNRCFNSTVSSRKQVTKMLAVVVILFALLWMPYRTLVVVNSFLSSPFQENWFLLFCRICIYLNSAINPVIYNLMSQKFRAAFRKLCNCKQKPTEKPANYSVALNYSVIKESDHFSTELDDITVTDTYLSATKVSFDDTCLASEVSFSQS
#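 Enhancer read-out: after compound pinning and an initial kinetic agonist-mode read, an EC20 of TRH (10 nM final) was injected and fluo-8 calcium signal (Ex 480/Em 530) followed at 1 s/cycle for 100 cycles in TRHR-expressing cells.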
# TRHR agonist = qHTS for Small Molecule Agonists and Allosteric Enhancers of Human TRH Receptor: Primary Screen for Agonists; TRHR cells, calcium flux fluo-8, FDSS agonist mode; activation, % at 2 µM; hit rate 0.18% among 360,000; AID 493084, 2011; in the data active means activation above about 30%; further: 0% is about no effect
#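 In this calcium-flux screen, cells bearing human TRHR are dye-loaded with fluo-8, baselined for 10 cycles, then exposed to library compounds; positive kinetic calcium responses during the agonist phase mark hits, with TRH as control.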
# mIDH1 inhibitor = qHTS for Inhibitors of mutant isocitrate dehydrogenase 1 (IDH1): qHTS | Isocitrate dehydrogenase [NADP] cytoplasmic (Homo sapiens), O75874 | IDH1-R132H enzyme, NADPH consumption, diaphorase/resazurin fluorescence | Potency, µM (top dose mostly 76.6 µM), inactives show at the highest dose activity change, negative = inhibition, actives largely listed as inhibitors | hit rate 0.093% among 390,000; further: potency means the concentration at half of the fitted maximal effect; on the % scale 0 is the no-effect control and ±100 the full control effect; nearly all actives have a fitted effect of over 65% in size
# Target sequence (O75874 whole entry R132H, stated change not applied): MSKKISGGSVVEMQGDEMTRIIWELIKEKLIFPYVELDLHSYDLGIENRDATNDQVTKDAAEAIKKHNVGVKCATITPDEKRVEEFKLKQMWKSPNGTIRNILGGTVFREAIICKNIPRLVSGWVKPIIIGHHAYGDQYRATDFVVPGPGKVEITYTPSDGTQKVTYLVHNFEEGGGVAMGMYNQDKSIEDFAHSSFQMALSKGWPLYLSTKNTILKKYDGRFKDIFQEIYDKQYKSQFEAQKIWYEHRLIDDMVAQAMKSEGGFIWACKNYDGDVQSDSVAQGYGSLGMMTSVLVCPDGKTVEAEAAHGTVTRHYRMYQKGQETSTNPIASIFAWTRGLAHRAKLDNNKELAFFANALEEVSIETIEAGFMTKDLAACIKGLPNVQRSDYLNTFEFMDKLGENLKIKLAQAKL
#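 IDH1-R132H (0.5 ug/mL) preincubated 30 min with compound, then NADPH (0.016 mM) and alpha-KG (2 mM) added; 80 min at RT, pH 7.5. Remaining NADPH coupled via diaphorase/resazurin to fluorescence (540/590 nm); concentration-response curves normalized to no-enzyme control.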
# USP1-UAF1 inh = Inhibitors of USP1/UAF1: Primary Screen; Ubiquitin carboxyl-terminal hydrolase 1 (Homo sapiens), O94782; recombinant USP1/UAF1, Ub-Rhodamine cleavage fluorescence; Potency, µM (top dose mostly 57.1 µM), for inactives: at the top dose activity change, negative = inhibition, actives largely listed as inhibitors; hit rate 0.23% among 390,000; further: potency means the concentration at half of the fitted maximal effect; on the % scale 0 is the no-effect control and ±100 the full control effect; nearly all actives have a fitted effect of over 60% in size; inactives centre near -12
#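 1 nM enzyme complex + cpd, 15 min RT; start with Ub-Rho 150nM final; kinetic fluorescence ex 480/em 540, 6 reads q60 s. Buffer 50mM HEPES pH 7.8, 0.5mM EDTA, 0.1 mg/ml BSA, 1mM TCEP, 0.01% Tween-20.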
# TrxR1 substrate = qHTS Assay for Substrates of Mammalian Selenoprotein Thioredoxin Reductase 1 (TrxR1): qHTS. Thioredoxin reductase 1, cytoplasmic (Rattus norvegicus), O89049. purified TrxR1 substrate turnover, NADPH consumption readout. Potency, µM (highest dose often 114 µM), for inactives: at the top dose activity change, negative = substrate turnover. hit rate 0.01% among 390,000. AID 588456, 2011; further: potency means the concentration at half of the fitted maximal effect; on the % scale 0 is the no-effect control and ±100 the full control effect; nearly all actives have a fitted effect of over 50% in size
#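 Rat TrxR1, dispensed at 90 nM, was prereduced with 400 uM NADPH (final) for 5 min at ~22 deg C, then incubated with compound 15 min before 400 uM selenite. A first-read NADPH fluorescence drop versus no-compound background flagged substrates.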
# D2 agonist = HTS Assay for Allosteric Agonists of the Human D2 Dopamine Receptor: Primary Screen for Agonists; HEK293 T-REx D2 cells, calcium flux agonist mode; activation, % at 2 µM; hit rate 0.53% among 340,000;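 active means activation over 3 SD above normal in the single-dose calcium agonist read, cut at about 30% in these data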; further: 0% is about no effect
#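 Agonism is scored from calcium flux in a force-coupled, inducible HEK293 cell line expressing D2, read kinetically for 180 s after compound addition against dopamine controls.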
# Starred values were filed as active, the others as inactive; ? = inconclusive; · = no result given; & = joins results of further samples; [ ] = dose if it differs, or a comment. Unless noted, the call rests on the fitted dose curve; in most records, active means well fitted inhibition curve with a large enough effect; inconclusive means small, poorly fitted or top-dose-only effect; inactive means no such curve, though single readings can be large or run the other way.
[1] COc1cc(C2N(c3ccc(Cl)c(Cl)c3)C(=O)C3CCCN32)cc(OC)c1OC (centres undefined)
[2] CN1CCN(CCOCCOc2ccc(Br)cc2Cl)CC1
[3] CCN(CC)C(=O)c1sc2c(c1C)c(=O)n(-c1ccc(C)c(C)c1)c(=O)n2CC(=O)Nc1ccc(F)cc1
[4] CCOC(=O)c1c(/N=C/C2C(=O)CCCC2=O)sc(C)c1C
[5] Cn1cnnc1SCC(=O)Nc1ccc(N2CCOCC2)cc1
[6] Cc1ccc(Cl)c(Cn2cnc3c(cnn3C(C)(C)C)c2=O)c1F
screen / no.,1,2,3,4,5,6
TrxR1 inh,8%,11%,1%[57.1 µM],7%,17%[57.1 µM],9%&16%
D2 antagonist,17,31*,·,-4,-9,-16
PI4K2A block,3,11,0,-4,0,2
TRHR enhancer,-1,-2,-1,0,0,0
TRHR agonist,-0.1,1.0,1.5,0.3,0.7,-0.2
mIDH1 inhibitor,3%,-8%,9%,2%,8%,·
USP1-UAF1 inh,-7%,-22%,-29%,-5%,4%,·
TrxR1 substrate,-1%,1%,-10%[57.1 µM],-6%,4%,1%&-2%
D2 agonist,-0.4,-2.4,0.3,-0.7,2.6,0.8

[7] COCCNC(=O)C1Nc2ccc(OC(F)(F)F)cc2C2C=CCC12 (centres undefined)
[8] Cc1ccc(NC(=O)c2ccc(COc3ccccc3[N+](=O)[O-])o2)nc1
[9] COc1ccnc(Oc2ccc(F)cc2)c1C(=O)N/C=N/OCc1ccc(F)cc1Cl
[10] CCOc1ncccc1C(=O)Nc1cccc(Cl)c1Cl
[11] O=C(NNC(=O)C1CCN(S(=O)(=O)c2c(Cl)cccc2Cl)CC1)c1ccccc1O
[12] c1ccc(COc2ccc(OCCN3CCCC3)cc2)cc1
screen / no.,7,8,9,10,11,12
TrxR1 inh,-9%,28%,5%[11.4 µM],20%[57.1 µM],10%,-9%
D2 antagonist,·,19,-19,-3,8,-3
PI4K2A block,-6,1,-2,-1,-2,0
TRHR enhancer,·,-8,1,-3,-11,-2
TRHR agonist,·,-0.4,0.4,0.0,-0.6,1.7
mIDH1 inhibitor,-15%,6%,3%,-6%,-12%,4%
USP1-UAF1 inh,?,-24%,-21%,?,3%,-4%
TrxR1 substrate,-1%,2%,8%[11.4 µM],15%[57.1 µM],10%,-7%
D2 agonist,·,-0.1,0.4,0.1,0.6,2.0

[13] O=C(COC(=O)/C=C/c1ccccc1Cl)NC1CCCCCC1
[14] O=C(COc1ccccc1)NCCSCc1ccc(Cl)cc1
[15] Fc1cccc(F)c1/C=N/Nc1ccccn1
[16] Cc1ccc2nc(NC(=S)NC(=O)c3ccc(OC(C)C)cc3)sc2c1
[17] COc1ccc(C(C2C(=O)CC(C)(C)CC2=O)C2C(=O)CC(C)(C)CC2=O)cc1COCC(F)(F)F
[18] O=C(NCc1cccs1)C1CCCCC1
screen / no.,13,14,15,16,17,18
TrxR1 inh,12%,-12%,23%,1%,7.9µM*,0%
D2 antagonist,29,-2,-4,13,-2,-8
PI4K2A block,-5,-1,-3,-2,-9,0
TRHR enhancer,-4,-3,1,1,5,12
TRHR agonist,-0.7,-0.3,-0.1,-0.2,-0.3,0.8
mIDH1 inhibitor,0%,0%,3%,-10%,8%,5%
USP1-UAF1 inh,-10%,-1%,-8%,-16%,-15%,-4%
TrxR1 substrate,7%,-11%,-1%,0%,4%,0%
D2 agonist,0.7,-2.9,1.2,0.2,-0.8,0.2

# Five records picked at random from those above:
[14] O=C(COc1ccccc1)NCCSCc1ccc(Cl)cc1
[16] Cc1ccc2nc(NC(=S)NC(=O)c3ccc(OC(C)C)cc3)sc2c1
[17] COc1ccc(C(C2C(=O)CC(C)(C)CC2=O)C2C(=O)CC(C)(C)CC2=O)cc1COCC(F)(F)F
[13] O=C(COC(=O)/C=C/c1ccccc1Cl)NC1CCCCCC1
[18] O=C(NCc1cccs1)C1CCCCC1
screen / no.,14,16,17,13,18
TrxR1 inh,-12%,1%,7.9µM*,12%,0%
D2 antagonist,-2,13,-2,29,-8
PI4K2A block,-1,-2,-9,-5,0
TRHR enhancer,-3,1,5,-4,12
TRHR agonist,-0.3,-0.2,-0.3,-0.7,0.8
mIDH1 inhibitor,0%,-10%,8%,0%,5%
USP1-UAF1 inh,-1%,-16%,-15%,-10%,-4%
TrxR1 substrate,-11%,0%,4%,7%,0%
D2 agonist,-2.9,0.2,-0.8,0.7,0.2

# (list continues)
[19] Cc1cccc(C(=O)N(Cc2nc3ccccc3c(=O)[nH]2)C2CCCCC2)c1
[20] CC(=O)OCC=C1CCC2C3CCC4=CC(=O)CCC4(C)C3C(O)CC12C (centres undefined)
[21] COc1ccc(-c2nc(C)sc2C)cc1
[22] CS(=O)(=O)c1nc(-c2ccc(F)cc2)cc(C(F)(F)F)n1
[23] COc1ccc(S(=O)(=O)Nc2nc3ccccc3nc2Nc2ccc3c(c2)OCO3)cc1
[24] CCOn1c(SCC)nc2ccccc2c1=O
screen / no.,19,20,21,22,23,24
TrxR1 inh,6%[57.1 µM],-9%[2.29 µM],2%[57.1 µM],18µM*,·,10%
D2 antagonist,17,·,-9,1,-1,-10
PI4K2A block,58,-5,-7,6,·,1
TRHR enhancer,-2,·,-2,5,-6,2
TRHR agonist,-2.0,·,-0.4,-0.1,-0.2,-0.4
mIDH1 inhibitor,1%,-12%,-3%,10%,·,-2%
USP1-UAF1 inh,-12%,6%,-9%,-20%,·,-16%
TrxR1 substrate,5%[57.1 µM],-6%[2.29 µM],6%[57.1 µM],18%,·,1%
D2 agonist,-1.2,·,0.6,1.8,0.7,-2.6

[25] Cc1ccc(NCC(=O)N/N=C\C(Br)=C\c2ccccc2)cc1
[26] O=C(CCc1nc2ccccc2c(=O)[nH]1)NNC(=O)c1ccc(F)cc1
[27] Cc1ccn2c(NC(C)(C)C)c(-c3cccs3)nc2c1
[28] COc1ccc(CNC(=O)C2CCN(S(=O)(=O)c3c(C)noc3/C=C/c3ccccc3F)CC2)cc1
[29] Cc1ccccc1OCC(=O)NCC1CCCO1 (centres undefined)
[30] CCC(C)NC(=O)CSC1=Nc2ccccc2C2=NC(CC(=O)NCc3ccccc3)C(=O)N12 (centres undefined)
screen / no.,25,26,27,28,29,30
TrxR1 inh,?,-9%,17%[57.1 µM],14%[57.1 µM],-5%,4%
D2 antagonist,·,·,-16,·,-4,-2
PI4K2A block,-3,10,3,-2,4,1
TRHR enhancer,-4,-2,-10,-5,5,1
TRHR agonist,1.0,2.5,2.2,0.5,0.1,0.6
mIDH1 inhibitor,-4%,-3%,3%,-10%,9%,-8%
USP1-UAF1 inh,-6%,-18%,-13%,-14%,-23%,-7%
TrxR1 substrate,4%,-7%,36%[activator][57.1 µM],1%[57.1 µM],-4%,50%[activator]
D2 agonist,·,·,1.3,-0.9,1.6,0.5

[31] COc1ccccc1N1CCN(c2ccc([N+](=O)[O-])cn2)CC1
[32] CCOc1ccccc1Nc1nc2ccccc2c2nncn12
[33] O=C(C1CC1)N(Cc1ccco1)c1nc(-c2ccccc2)cs1
[34] O=C(CCN1CCN(C(=O)c2ccccc2)CC1)c1ccc(Br)cc1
[35] Cc1ccc(/C=C/C2=NN(Cc3ccccc3Cl)C(=O)CC2)cc1
[36] O=C(Cn1nnc(-c2cccs2)n1)NCCc1ccccc1
screen / no.,31,32,33,34,35,36
TrxR1 inh,13%,6%,?,?,17%[57.1 µM],8%
D2 antagonist,0,·,4,-10,14,8
PI4K2A block,6,1,7,40,6,2
TRHR enhancer,-5,-4,1,-3,-4,1
TRHR agonist,-0.3,0.1,-2.8,1.0,1.5,-0.8
mIDH1 inhibitor,8%,-6%,0%,-4%,2%,1%
USP1-UAF1 inh,-21%,-17%,?,-19%,-32%,-17%
TrxR1 substrate,-4%,8%,-4%,11%,12%[57.1 µM],2%
D2 agonist,-0.5,0.3,-0.3,0.3,1.6,0.0

[37] Cc1ccsc1C(=O)OCC(=O)Nc1c(Cl)cccc1C(F)(F)F
[38] Cc1nn(CCCC(=O)Nc2cccc(C(F)(F)F)c2)c(=O)c2nn(-c3ccccc3)c(C)c12
[39] Cc1cc(C)cc(N(CC(=O)NCc2ccco2)C(=O)CCC(=O)Nc2nccs2)c1
[40] CC12CCC(=O)N1C(C(=O)Nc1cccc3ccccc13)CS2 (centres undefined)
[41] CCC1CCCCN1S(=O)(=O)c1cc(C(=O)Nc2ccc(C)c(F)c2)ccc1F (centres undefined)
[42] COc1ccc(CCNC(=O)Cc2cccs2)cc1OC
[43] Cc1ccsc1C(=O)OCC(=O)Nc1ccc(Cl)cc1C(F)(F)F
screen / no.,37,38,39,40,41,42,43
TrxR1 inh,-1%,20%[57.1 µM],3%[57.1 µM],-6%,26%[57.1 µM],1%[57.1 µM],4%
D2 antagonist,-6,·,7,9,·,7,-7
PI4K2A block,5,6,-3,1,-1,0,-4
TRHR enhancer,-6,0,1,1,-4,1,-7
TRHR agonist,-0.3,-1.1,-0.3,-0.3,0.6,0.4,0.7
mIDH1 inhibitor,-1%,-10%,-7%,1%,-6%,1%,10%
USP1-UAF1 inh,-8%,-9%,4%,-9%,-8%,?,-10%
TrxR1 substrate,-6%,5%[57.1 µM],4%[57.1 µM],-7%,2%[57.1 µM],-2%,1%
D2 agonist,0.0,0.3,-0.2,0.9,·,-0.7,-0.1
